Screens: PubChem BioAssay, Johns Hopkins Ion Channel Center
Kir21 inh: Kir2.1 (mouse) channel inhibition. AID 1672. HEK293-Kir2.1, FluxOR thallium flux fluorescence; active compounds read low. actives 0.85% (n = 310,000). B-score at 10 µM;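 active means fluorescence ratio B-score at or below minus 3 SD of library scores, with starting-brightness B-score within 2 SD, cut at about -4.2 in these data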;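 further: channel flux triggered by added potassium and thallium sulfate stimulus; B-score of peak minus minimum fluorescence over baseline after thallium stimulus; more negative B-score means stronger Kir2.1 block with less thallium influx; some compounds called inactive have numbers as strong as hits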
Target sequence (P35561 whole entry, looked up): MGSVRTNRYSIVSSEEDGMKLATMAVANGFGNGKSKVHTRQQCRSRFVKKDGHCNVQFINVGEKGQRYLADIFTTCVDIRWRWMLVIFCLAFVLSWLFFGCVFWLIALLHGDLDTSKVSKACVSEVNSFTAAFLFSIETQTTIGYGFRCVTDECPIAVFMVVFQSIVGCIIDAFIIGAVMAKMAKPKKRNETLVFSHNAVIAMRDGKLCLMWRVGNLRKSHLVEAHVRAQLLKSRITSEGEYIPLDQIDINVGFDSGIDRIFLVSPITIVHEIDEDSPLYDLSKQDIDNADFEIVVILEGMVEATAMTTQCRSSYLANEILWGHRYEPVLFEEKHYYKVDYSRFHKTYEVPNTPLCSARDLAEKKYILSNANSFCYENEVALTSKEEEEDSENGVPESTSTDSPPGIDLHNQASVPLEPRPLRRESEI
CHT block: inhibits the human high affinity choline transporter; B-score at 10 µM; actives 0.86% (n = 310,000); Q9GZV3; CHT-expressing cells, membrane potential dye, choline response; active compounds read low;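 active means B-score over 3 SD under the library average, and starting fluorescence ratio not unusually high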;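 further: choline stimulus applied at its EC90 after an EC20 pre-addition; B-score computed on integrated fluorescence ratio after choline addition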
Target sequence (Q9GZV3 whole entry, looked up): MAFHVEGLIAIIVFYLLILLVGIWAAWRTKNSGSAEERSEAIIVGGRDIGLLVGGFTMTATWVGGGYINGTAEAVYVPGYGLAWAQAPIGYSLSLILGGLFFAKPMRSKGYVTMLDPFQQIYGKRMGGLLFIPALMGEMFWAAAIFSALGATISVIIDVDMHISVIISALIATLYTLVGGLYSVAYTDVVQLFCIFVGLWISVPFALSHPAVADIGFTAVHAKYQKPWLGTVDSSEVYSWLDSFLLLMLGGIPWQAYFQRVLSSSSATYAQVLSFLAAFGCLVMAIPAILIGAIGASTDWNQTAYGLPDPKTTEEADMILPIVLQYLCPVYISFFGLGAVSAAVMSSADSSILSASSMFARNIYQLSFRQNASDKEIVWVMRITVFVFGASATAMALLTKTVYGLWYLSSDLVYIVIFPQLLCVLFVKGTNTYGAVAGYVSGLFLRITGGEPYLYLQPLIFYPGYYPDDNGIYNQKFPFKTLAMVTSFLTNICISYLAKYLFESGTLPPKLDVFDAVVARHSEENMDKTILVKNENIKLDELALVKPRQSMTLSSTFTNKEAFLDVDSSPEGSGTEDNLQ
KCNQ2 block: KCNQ2 channel blockers in CHO-K1 cells – cell-based, FluxOR thallium flux, B-score, primary screen (AID 2156); actives 1.1% (n = 310,000); B-score at 10 µM; O88943; 20 min; active compounds read low;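 active means fluorescence ratio B-score at most minus 3 library SDs, with starting brightness B-score within 2 library SDs, cut at about -5.5 in these data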
Numbers without * were called inactive.

What do the screens show for `O=C(NCCc1ccco1)C(=O)NCC1OCCCN1S(=O)(=O)c1ccccc1` (configuration not stated)?
Kir21 inh: -0.04; CHT block: inactive; KCNQ2 block: inactive

Results for C=C(C)CSc1nc2ncccc2[nH]1 ?
Kir21 inh: 0.64; CHT block: inactive; KCNQ2 block: inactive

How did O=C(COC(=O)c1nc(Cl)c(Cl)c(Cl)c1Cl)c1ccc[nH]1 do in these assays?
Kir21 inh: 1.1; CHT block: inactive; KCNQ2 block: inactive

How did Cc1cccc2c1Sc1ccccc1CC2=O do in these assays?
Kir21 inh: 1.9; CHT block: inactive; KCNQ2 block: inactive

How did Cc1ccc(C)c(N2CCN(C(=O)c3ccc(Cn4c(=O)[nH]c5ccccc5c4=O)cc3)CC2)c1 do in these assays?
Kir21 inh: -0.8; CHT block: inactive; KCNQ2 block: inactive

Results for C=CCOc1ccccc1/C=c1\sc2nc(-c3oc4ccccc4c3C)nn2c1=O ?
Kir21 inh: 0.6; CHT block: inactive; KCNQ2 block: inactive

Results for CC(Cc1cccs1)NC(=O)CCCn1nnnc1CN1CCOCC1 (configuration not stated) ?
Kir21 inh: -0.46; CHT block: inactive; KCNQ2 block: inactive

How did N#Cc1ccc(/C=C/C(=O)c2ccc3c(c2)OCO3)cc1 do in these assays?
Kir21 inh: 0.97; CHT block: inactive; KCNQ2 block: inactive

Results for CCCCNC(=O)C1CCCNC1=O (configuration not stated) ?
Kir21 inh: -0.68; CHT block: inactive; KCNQ2 block: inactive

How did COC(=O)C(O)(CC(=O)Nc1ccc(C)c(F)c1)C(F)(F)F (configuration not stated) do in these assays?
Kir21 inh: 3.6; CHT block: inactive; KCNQ2 block: inactive

How did O=C(NC1CCCCC1)C(=S)N1CCCC1 do in these assays?
Kir21 inh: -0.21; CHT block: inactive; KCNQ2 block: inactive

How did Clc1ccccc1OCCn1nnc2ccccc21 do in these assays?
Kir21 inh: 0.37; CHT block: inactive; KCNQ2 block: inactive

How did CCCCCC/C(C)=C1/SC(=S)NC1=O do in these assays?
Kir21 inh: 0.41; CHT block: inactive; KCNQ2 block: inactive

How did CC(=O)Nc1ccc(/C=N/Nc2nc3ccccc3[nH]2)cc1 do in these assays?
Kir21 inh: 0.21; CHT block: inactive; KCNQ2 block: inactive

How did Cc1ccc(S(=O)(=O)N/N=C2/CC(c3ccccc3)Oc3ccccc32)cc1 (configuration not stated) do in these assays?
Kir21 inh: 1.9; CHT block: inactive; KCNQ2 block: inactive

What do the screens show for `CC(C)(C)N1CSC(=S)N(Cc2ccccc2)C1`?
Kir21 inh: -2; CHT block: inactive; KCNQ2 block: inactive

Results for CN(C)c1c(-c2ccccc2)cc(-c2ccccc2)[nH]c1=O ?
Kir21 inh: -1.3; KCNQ2 block: inactive

Results for O=[N+]([O-])c1ccc(Sc2ncc3ccccn23)nc1 ?
Kir21 inh: 2.1; CHT block: -13*; KCNQ2 block: inactive

What do the screens show for `Cc1ccc(C)c(N2C(=O)CC(N3CCN(Cc4ccc5c(c4)OCO5)CC3)C2=O)c1` (configuration not stated)?
Kir21 inh: 0.68; CHT block: inactive; KCNQ2 block: inactive

Results for CCOc1ccc(-n2c(SCC(=O)c3c(N)n(C)c(=O)n(C)c3=O)nnc2-c2cccnc2)cc1 ?
Kir21 inh: 0; CHT block: inactive; KCNQ2 block: inactive

How did CC(C(=O)N/N=C/c1ccc(N(C)C)c(Br)c1)N(c1ccccc1)S(C)(=O)=O (configuration not stated) do in these assays?
Kir21 inh: -0.28; CHT block: inactive; KCNQ2 block: inactive

How did O=C(CCCN1C(=O)c2ccccc2C1=O)Nc1nc2ccccc2[nH]1 do in these assays?
Kir21 inh: 0.33; CHT block: inactive; KCNQ2 block: inactive

Results for Cc1cc(C(=O)Nc2cccc3ccccc23)co1 ?
Kir21 inh: 0.7; CHT block: inactive; KCNQ2 block: inactive

How did Cc1cc2nc3n(c2cc1C)CC1CC(C(=O)NCc2cccc(C(F)(F)F)c2)N(C)C31 (configuration not stated) do in these assays?
Kir21 inh: 1.6; CHT block: inactive; KCNQ2 block: inactive

Nine entries out of the list, ordered by count of non-hydrogen atoms, low to high:
How did CCCCCC/C(C)=C1/SC(=S)NC1=O do in these assays?
Kir21 inh: 0.41; CHT block: inactive; KCNQ2 block: inactive

What do the screens show for `CC(C)(C)N1CSC(=S)N(Cc2ccccc2)C1`?
Kir21 inh: -2; CHT block: inactive; KCNQ2 block: inactive

Results for Cc1cc(C(=O)Nc2cccc3ccccc23)co1 ?
Kir21 inh: 0.7; CHT block: inactive; KCNQ2 block: inactive

How did CC(=O)Nc1ccc(/C=N/Nc2nc3ccccc3[nH]2)cc1 do in these assays?
Kir21 inh: 0.21; CHT block: inactive; KCNQ2 block: inactive

How did O=C(CCCN1C(=O)c2ccccc2C1=O)Nc1nc2ccccc2[nH]1 do in these assays?
Kir21 inh: 0.33; CHT block: inactive; KCNQ2 block: inactive

How did CC(C(=O)N/N=C/c1ccc(N(C)C)c(Br)c1)N(c1ccccc1)S(C)(=O)=O (configuration not stated) do in these assays?
Kir21 inh: -0.28; CHT block: inactive; KCNQ2 block: inactive

What do the screens show for `Cc1ccc(C)c(N2C(=O)CC(N3CCN(Cc4ccc5c(c4)OCO5)CC3)C2=O)c1` (configuration not stated)?
Kir21 inh: 0.68; CHT block: inactive; KCNQ2 block: inactive

How did Cc1cc2nc3n(c2cc1C)CC1CC(C(=O)NCc2cccc(C(F)(F)F)c2)N(C)C31 (configuration not stated) do in these assays?
Kir21 inh: 1.6; CHT block: inactive; KCNQ2 block: inactive

Results for CCOc1ccc(-n2c(SCC(=O)c3c(N)n(C)c(=O)n(C)c3=O)nnc2-c2cccnc2)cc1 ?
Kir21 inh: 0; CHT block: inactive; KCNQ2 block: inactive

Remaining list, next part
What do the screens show for `COc1ccc(-c2nnnn2C(C)C)cc1S(=O)(=O)Nc1ccccc1`?
Kir21 inh: 0.08; CHT block: inactive; KCNQ2 block: inactive

How did Clc1ccc(C2=CSC3=Nc4cccc5cccc(c45)N23)cc1 do in these assays?
Kir21 inh: -1.1; CHT block: inactive; KCNQ2 block: inactive

What do the screens show for `O=C(NCCc1ccc(C(F)(F)F)cc1)C1COc2ccccc2O1` (configuration not stated)?
Kir21 inh: 1.1; CHT block: inactive; KCNQ2 block: inactive

How did N=C(N)SCc1nc2ccccc2c(=O)n1-c1ccccc1Cl do in these assays?
Kir21 inh: -1.9; CHT block: inactive; KCNQ2 block: inactive

Results for Nc1nnc(CC(=O)N/N=C\c2cc([N+](=O)[O-])ccc2O)s1 ?
Kir21 inh: -0.71; CHT block: inactive; KCNQ2 block: inactive

How did O=C(NCc1nnc(SCC(=O)N2CCCC2)o1)c1cccc(C(F)(F)F)c1 do in these assays?
Kir21 inh: -0.87; CHT block: inactive; KCNQ2 block: inactive

How did O=C(CSc1nc2ncccc2[nH]1)c1ccc2c(c1)OCO2 do in these assays?
Kir21 inh: -0.35; CHT block: inactive; KCNQ2 block: inactive

Results for COc1ccc(OC)c(N(CC(=O)NCCSc2ccccc2)S(C)(=O)=O)c1 ?
Kir21 inh: 0.65; CHT block: inactive; KCNQ2 block: inactive

How did Cc1cc(=O)c2n(Cc3ccc(Cl)cc3)nc[n+]2[nH]1 do in these assays?
Kir21 inh: -0.4; CHT block: inactive; KCNQ2 block: inactive

Results for COC(=O)c1ccccc1NC(=S)NC(=O)COc1ccccc1 ?
Kir21 inh: -0.33; CHT block: inactive; KCNQ2 block: inactive

Results for O=C(Nc1cccc(S(=O)(=O)Nc2ccc(Cl)cc2)c1)c1ccc2c(c1)OCCO2 ?
Kir21 inh: -0.03; CHT block: inactive; KCNQ2 block: inactive

What do the screens show for `CN(C)S(=O)(=O)c1ccc2c(c1)nc(CCC(=O)Nc1ccc3c(c1)OCO3)n2C`?
Kir21 inh: 0.56; CHT block: inactive; KCNQ2 block: inactive

What do the screens show for `COc1ccccc1S(=O)(=O)Cc1ccc(C(=O)NCC2CCCO2)o1` (configuration not stated)?
Kir21 inh: 1.1; CHT block: inactive; KCNQ2 block: inactive

What do the screens show for `CO/N=C/c1ccc(N2CCN(C(=O)c3ccc(F)cc3)CC2)c([N+](=O)[O-])c1`?
Kir21 inh: 0.82; CHT block: inactive; KCNQ2 block: inactive

What do the screens show for `COc1ccc2c(c1)C(=C(C#N)C#N)C(=O)N2CCc1ccccc1`?
Kir21 inh: -0.03; CHT block: inactive; KCNQ2 block: inactive

Results for COc1ccccc1CN(Cc1nc2ccccc2c(=O)[nH]1)C(=O)Nc1cccc(C)c1 ?
Kir21 inh: -0.01; CHT block: inactive; KCNQ2 block: inactive

How did O=C(NCc1ccc(Cl)cc1)c1ccccc1CCc1ccccc1 do in these assays?
Kir21 inh: -1.4; CHT block: inactive; KCNQ2 block: inactive

What do the screens show for `O=C(O)CC1CCS(=O)(=O)C1` (configuration not stated)?
Kir21 inh: -0.17; CHT block: inactive; KCNQ2 block: inactive

How did Cc1noc(C)c1C(=O)N1CC(C)OC(C)C1 (configuration not stated) do in these assays?
Kir21 inh: -1.2; CHT block: inactive; KCNQ2 block: inactive

How did C=CCn1c(-c2ccc3ncccc3c2)n[nH]c1=S do in these assays?
Kir21 inh: -0.18; CHT block: inactive; KCNQ2 block: inactive

How did C/C(Cc1ccccc1)=N\NC(=O)CNC(=O)c1ccc(F)cc1 do in these assays?
Kir21 inh: -1.3; CHT block: inactive; KCNQ2 block: inactive

What do the screens show for `CNC(=O)NC(=O)C(C)OC(=O)CCCc1nc2ccccc2s1` (configuration not stated)?
Kir21 inh: -1.8; CHT block: inactive; KCNQ2 block: inactive

Results for CCCNCc1cc(OC)c(OCCC)cc1Cl ?
Kir21 inh: 1.6; CHT block: inactive; KCNQ2 block: inactive

Results for Cc1cc(=O)[nH]c(N/N=C/c2c(O)n(-c3ccccc3)c(=O)c3ccccc23)n1 ?
Kir21 inh: -0.57; CHT block: inactive; KCNQ2 block: inactive

What do the screens show for `Cc1ccc(-c2nc3ccccc3c(=O)n2CCN2CCOCC2)cc1`?
Kir21 inh: -1.6; CHT block: inactive; KCNQ2 block: inactive

How did COc1ccc(/C=C/C(=O)O)cc1S(=O)(=O)Nc1ccc2c(c1)OCO2 do in these assays?
Kir21 inh: 0.72; CHT block: inactive; KCNQ2 block: inactive

How did O=C(COC(=O)c1ccccc1Nc1ccccc1)NCc1ccccc1 do in these assays?
Kir21 inh: 0.31; CHT block: inactive; KCNQ2 block: inactive

How did CC(=O)N1CC(C)Oc2ccc(S(=O)(=O)Nc3ccc(Cl)cn3)cc21 (configuration not stated) do in these assays?
Kir21 inh: -0.77; CHT block: inactive; KCNQ2 block: inactive

Results for Cc1ccc(S(=O)(=O)Nc2cc(C(C(=O)OC(C)C)C(=O)C(F)(F)F)c(O)c3ccccc23)c(C)c1 (configuration not stated) ?
Kir21 inh: 0.87; CHT block: inactive; KCNQ2 block: inactive

Results for COC(=O)c1cc(S(=O)(=O)NCc2ccc(Br)cc2)c[nH]1 ?
Kir21 inh: 2.4; CHT block: inactive; KCNQ2 block: inactive

Results for O=C(NC1CCCC1)c1cccc(Cl)c1 ?
Kir21 inh: 0; CHT block: inactive; KCNQ2 block: inactive

How did CCOC(=O)c1c(-c2ccc(C)cc2)csc1NC1=NS(=O)(=O)c2ccccc21 do in these assays?
Kir21 inh: -1.4; CHT block: inactive; KCNQ2 block: inactive

Results for Cc1cc(NC(=O)c2c(Cl)cccc2Cl)no1 ?
Kir21 inh: 0.6; CHT block: inactive; KCNQ2 block: inactive

What do the screens show for `Nc1nc2n(n1)C(c1cccc(Br)c1)CC(c1ccc(F)cc1)N2` (configuration not stated)?
Kir21 inh: 1.4; CHT block: inactive; KCNQ2 block: inactive

How did CCOC(=O)N(C)OC(=O)Nc1ccc(Cl)c(Cl)c1 do in these assays?
Kir21 inh: -1.2; CHT block: inactive; KCNQ2 block: inactive

How did C=C(C)CNC(=S)N/N=C/c1ccc([N+](=O)[O-])cc1 do in these assays?
Kir21 inh: 0.51; CHT block: inactive; KCNQ2 block: inactive

How did O=C(Nc1ccc(S(=O)(=O)Nc2ncccn2)cc1)c1ccccc1 do in these assays?
Kir21 inh: -0.07; CHT block: inactive; KCNQ2 block: inactive

Results for Cc1ccc(C(=O)NC2CCN(CC(=O)NCc3cccs3)CC2)cc1 ?
Kir21 inh: 0.09; CHT block: inactive; KCNQ2 block: inactive

What do the screens show for `COc1ccc(NC(=S)Nc2ccc(S(N)(=O)=O)cc2)c(OC)c1`?
Kir21 inh: -0.67; CHT block: inactive; KCNQ2 block: inactive

How did Clc1ccc(C2=C3CCCCn4c(-c5ccccc5)c[n+](c43)C2)cc1 do in these assays?
Kir21 inh: 0.54; CHT block: inactive; KCNQ2 block: -6.4*

Results for CCOP(=O)(OCC)c1nc(-c2cccc([N+](=O)[O-])c2)oc1N1CCCCC1 ?
Kir21 inh: 0.3; CHT block: inactive; KCNQ2 block: inactive

What do the screens show for `CCCNC(=O)c1nc2ncc(Br)cn2n1`?
Kir21 inh: -1.4; CHT block: inactive; KCNQ2 block: inactive

How did O=C(COC(=O)CC12CC3CC(CC(C3)C1)C2)Nc1cccnc1Cl do in these assays?
Kir21 inh: -0.4; CHT block: inactive; KCNQ2 block: -7.3*

What do the screens show for `O=C(OCc1ccccc1Cl)c1cc([N+](=O)[O-])ccc1N1CCOCC1`?
Kir21 inh: 0.79; CHT block: inactive; KCNQ2 block: inactive

What do the screens show for `CCOc1ccc(S(=O)(=O)NCc2ccc(Cl)cc2)c2cccnc12`?
Kir21 inh: -1.1; CHT block: inactive; KCNQ2 block: inactive

How did COc1ccc(OC)c(S(=O)(=O)NC(C)CCc2ccccc2)c1 (configuration not stated) do in these assays?
Kir21 inh: -2.8; CHT block: inactive; KCNQ2 block: inactive

Not a hit list. Share with any hit: about 2.6%.
